HEK293 NOD2/NF-kB: NOD2 signaling inhibitors, cell-based, luminescence, uHTS, HEK293 (AID 1566) | HEK293 NOD2/NF-kB luciferase reporter, luminescence; higher % means a stronger effect | inhibition, % at 4 µM, or EC50 in µM where a hit was titrated | 290,000 tested, 0.63% active; in the data active means inhibition above about 50%; further: many of its hits are not listed in these tables
Lipid droplet: hepatic lipid droplet formation modulation. inhibition, % at 6.5 µM. 240,000 tested, 0.4% active. AML12 mouse hepatocytes, oleate lipid droplets, BODIPY imaging. AID 1656;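 active means lipid droplet intensity inhibited by at least 50%, with more than 500 cells counted; inconclusive means wells with under 300 cells, treated as cytotoxic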
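Assay system: AML12 hepatocytes (mouse); Probe or stimulus: oleic acid at 100 µM to induce lipid droplet formation; Dosing: compound at 6.5 µM only; Schedule: compound with oleate, overnight; Detection: fluorescence imaging, 20x objective, two fields per well; Measure: % inhibition of lipid droplet signal.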
Lipid droplet cells 6.5 µM: recorded beside Lipid droplet, whose call it bears; cell count; measured here: cell count, cytotoxicity flag;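 cells counted across two imaged fields per well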
* = called active by the depositor; ? = inconclusive; . = no result given. Not all compounds are listed; the hit share may differ from the screen's.

Below each SMILES: HEK293 NOD2/NF-kB	Lipid droplet	Lipid droplet cells 6.5 µM
COc1ccccc1CNC(=O)CCNS(=O)(=O)c1ccc2[nH]c(=O)oc2c1
→ -22%	-4	677
CCc1c(C)c2ccc(OCC(=O)NCC3CCC(C(=O)O)CC3)cc2oc1=O (configuration not stated)
→ 8%	-2	804
COc1ccc(/C=N/N(CCC(=O)NC(C)(C)C)C2=NS(=O)(=O)c3ccccc32)cc1
→ 6%	-2	858
Cc1ccsc1CN(C)CC(=O)Nc1ccc([N+](=O)[O-])cc1Cl
→ 7%	11	785
CC1CCCC(C)N1CC(O)COCc1ccccc1F (configuration not stated)
→ 14%	13	833
Nc1ccc(S(=O)(=O)Nc2ccc(C(=O)c3ccccc3)cc2)cc1
→ 0%	8	807
Cc1ccc(S(=O)(=O)N(C)S(=O)(=O)c2ccc(C#N)cc2)cc1
→ -22%	-1	818
CCOc1c(C)cnc2c1c(=O)n(Cc1ccccc1Cl)c(=O)n2C
→ -9%	-2	784
COc1ccc(C(C#N)c2nc3ccccc3nc2Cl)cc1 (configuration not stated)
→ -16%	-16	826
CCc1ccc(NS(=O)(=O)c2c(C(=O)N3CCCCCC3)c(C)n(C)c2C)cc1
→ 9%	-7	732
Cc1cc(OC(=O)c2ccccc2[N+](=O)[O-])c([N+](=O)[O-])c(=O)[nH]1
→ -1%	39	783
CCCS(=O)(=O)N1CCCC(C(=O)N2CCCCC2)C1 (configuration not stated)
→ -1%	-1	423
COc1ccc(C(=O)Nc2cccc(NC(=O)c3ccc(OC)c(OC)c3)n2)cc1OC
→ 21%	28	837
O=C(O)CCC(=O)N1CCN(S(=O)(=O)c2cccs2)CC1
→ -1%	-8	743
CCc1sc(C(=O)Nc2ncccc2C)cc1C
→ 1%	-4	747
Cc1ccc(C2(C)NC(=O)N(CC(=O)NC(=O)NC(C)(C)C)C2=O)cc1 (configuration not stated)
→ -1%	-24	798
O=C1CCC(=O)N1c1ccc(S(=O)(=O)Nc2cccc([N+](=O)[O-])c2)cc1
→ -6%	7	836
CCOC(=O)[C@@H]1[C@H]2COc3ccc(Br)cc3[C@H]2N2C(=O)N(c3ccc(C)cc3)C(=O)[C@]12C
→ 10%	-2	785
Cc1ccc(O)c(/C=N/NC(=O)COc2ccc3c(C)cc(=O)oc3c2)c1
→ 22%	-2	786
CC(=O)N1CCN(c2ccc(NC(=O)c3cc(Cl)ccc3Cl)cc2)CC1
→ -3%	-1	770
CCC1Sc2ccc(S(=O)(=O)CCC(=O)NC3CCCCCC3)cc2NC1=O (configuration not stated)
→ 15%	2	711
O=C(Nc1ccc([N+](=O)[O-])cc1)N1CCN(C(=O)C2CCCO2)CC1 (configuration not stated)
→ 10%	0	838
O=C(CCNS(=O)(=O)c1cccs1)N1CCN(c2ccc(F)cc2)CC1
→ -10%	-2	724
CCN1CCN(CCCNC(=O)c2ccc3c(=O)n(CCc4ccccc4)c(=O)[nH]c3c2)CC1
→ -9%	-2	803
COc1ccccc1OCC(=O)Nc1nc2c(s1)CCCC2
→ -74%	-3	765
COc1ccccc1NC(=O)C[n+]1ccccc1C
→ -10%	18	840
O=C(Nc1ccnn1C1CCN(Cc2ccn[nH]2)CC1)c1ccccc1
→ 6%	3	723
CCCOc1ccc(C2NC(=O)CCC2[N+](=O)[O-])cc1 (configuration not stated)
→ -16%	5	789
O=C1[C@@H]2Cc3c([nH]c4ccccc34)C(c3cccc(Br)c3)N2C(=O)CN1C1CCN(Cc2ccccc2)CC1 (some centres not stated)
→ 3%	29	801
O=C(C1CCCN(S(=O)(=O)c2ccc(Br)cc2)C1)N1CCOCC1 (configuration not stated)
→ -3%	-17	628
COc1c(C)cccc1C(=O)Nc1ccc(OCC(=O)N2CCOCC2)cc1C
→ 4%	-2	655
COc1cccc(CN(C(=O)COc2ccc(C)cc2)C2CCS(=O)(=O)C2)c1 (configuration not stated)
→ -8%	-28	658
C=CCNC(=O)N1CCCC(N2CCN(c3ccccc3OC)CC2)C1 (configuration not stated)
→ -5%	-8	767
O=C(NCCN1CCCCC1)Nc1ccccc1F
→ 3%	1	873
O=C(Nc1cccnc1)Nc1cccc([N+](=O)[O-])c1
→ 6%	-5	806
COc1ccc(C(C)(C)C)cc1NC(=O)C1CCCO1 (configuration not stated)
→ 6%	1	838
CCC(C(=O)NCc1ccc(F)cc1)N(CCc1ccccc1)C(=O)c1snc(C(N)=O)c1N (configuration not stated)
→ -12%	-5	770
Cc1ccc(-c2noc(CNC(=O)c3ccc4c(c3)OCO4)n2)cc1
→ -7%	2	767
COC(=O)C(C)Sc1nc2c(cnn2-c2ccc(F)cc2)c(=O)[nH]1 (configuration not stated)
→ -9%	8	803
Cc1ccc(Cl)cc1NC(=O)CSc1sc2c(O)cc(=O)[nH]c2c1C#N
→ -15%	5	759
CCSc1nc2sc3c(c2c(=O)[nH]1)CC(C)(C)OC3
→ 9%	0	857
Cc1ccccc1CS(=O)(=O)CC(O)CN1CCCC1=O (configuration not stated)
→ -4%	1	803
CN1CCSc2ccc(C(=O)NCc3ccccc3F)cc21
→ -16%	-7	720
Nc1ccc(Oc2ccc3c(c2)C(=O)NC3=O)cc1
→ 2%	-19	810
CC(C)c1ccc(NC(=O)[C@H](Cc2c[nH]c3ccccc23)NC(=O)[C@@H]2Cc3ccccc3CN2)cc1
→ -48%	-10	779
Cc1cccc(NC(=O)Cn2c(=O)oc3ccccc32)c1C
→ 9%	-1	806
Cc1ccc(S(=O)(=O)CCC(=O)Nc2nc(C(C)(C)C)cs2)cc1
→ 18%	-6	698
C=CCNC(=S)N1CCC(C(=O)c2ccc(F)cc2)CC1
→ -4%	-9	812
COc1ccccc1NC(=O)CCC(=O)OC(C)C(=O)c1ccccc1 (configuration not stated)
→ -3%	-1	849
O=C(Cc1c(F)cccc1Cl)N/N=C/c1cccnc1
→ 2%	7	893
COc1ccccc1OC[C@H](O)CO
→ -3%	-2	723
CCOc1ccccc1NC(=O)N1CCCC1C(=O)NCc1cccs1 (configuration not stated)
→ -9%	74*	734*
CC(=O)c1ccc(N2CCN(CN3C(=O)CC4(CCCC4)C3=O)CC2)c(F)c1
→ -15%	-12	845
COc1ccc(CNC(=O)C2CCN(S(=O)(=O)c3ccc(Br)s3)CC2)cc1
→ 8%	5	792
CCC(=O)Nc1ccc(NCc2ccc(-c3ccccc3)cc2)cc1
→ 11%	-11	779
CC(=O)NC(CC(=O)Nc1nc(-c2ccccc2)c(C(C)=O)s1)c1ccccc1 (configuration not stated)
→ 8%	5	741
Cc1ccc(NC(=O)C2CCCN(S(=O)(=O)c3cccnc3)C2)c(C)c1 (configuration not stated)
→ 14%	0	747
COc1ccc(N2C(=O)C(C)(C)C2c2c(O)ccc3ccccc23)cc1 (configuration not stated)
→ -1%	0	773
FC(F)(F)c1ccc(N/N=C/c2cccnc2)nc1
→ -16%	10	710
CCc1cc2c(=O)oc(-c3ccc(Br)cc3)nc2s1
→ -1%	0	831

Following part:
Below each SMILES: HEK293 NOD2/NF-kB	Lipid droplet	Lipid droplet cells 6.5 µM
Cc1cc(C)n(-c2ccc(NC(=O)C3CCCCN3C(=O)c3occc3C)cc2)n1 (configuration not stated)
→ 14%	1	726
COc1ccc(CN2CCN(C(C)C(=O)NC(C)c3ccc(F)cc3)CC2)cc1F (configuration not stated)
→ -7%	-6	765
CCOc1ccc(N/C(N)=N/c2nc(C)cc(C)n2)cc1
→ 0%	-6	824
COc1ccc(CCNC(=O)C2CCCN(C(=O)c3ccc(Cl)cc3)C2)cc1 (configuration not stated)
→ 15%	3	831
CN(Cc1ccco1)C(=O)c1ccc(CNS(=O)(=O)c2ccc3c(c2)C(C)(C)C(=O)N3C)cc1
→ 19%	0	767
COc1ccc2nc(SCC(=O)NC3CCCCC3)[nH]c2c1
→ 9%	12	816
CC1=C(C(=O)OC2CCCCC2)C(c2cccc([N+](=O)[O-])c2)NC(=O)N1 (configuration not stated)
→ 13%	-3	834
CN(C)CCN(Cc1ccco1)C(=O)c1oc2ccccc2c1NC(=O)COc1ccccc1
→ 14%	-1	782
CCOc1ccccc1-c1nnc(SCC(=O)NC2CC2)n1CC
→ -7%	1	846
Cc1c(C(=O)N2CCOCC2)c(S(=O)(=O)Nc2cccc(C#N)c2)c(C)n1C
→ 15%	-12	787
CC1(C)Cc2c(cnn2-c2ccc(F)cc2)C(NC(=O)CCN2CCCCO2)C1 (configuration not stated)
→ -14%	-7	795
COc1ccc(C(=O)NCc2ccco2)cc1S(=O)(=O)N1CCOCC1
→ 5%	17	779
Cc1c(O)ccc2cc(S(=O)(=O)c3ccccc3)c(=O)oc12
→ -9%	-1	427
CC(C)OCCCNC(=O)c1ccc(CN2CCc3ccccc3C2)cc1
→ 13%	-2	845
COc1ccccc1CNCC(=O)Nc1ccc(C#N)cc1
→ -5%	-2	806
O=C(NCC1CCCO1)C1CCCN(S(=O)(=O)c2cccc(C(F)(F)F)c2)C1 (configuration not stated)
→ -21%	5	472
N#Cc1nc(-c2ccccc2Cl)oc1N1CCN(C(=O)c2ccco2)CC1
→ 6%	-2	839
CC(Sc1nccn1C)C(=O)c1ccc(Br)cc1 (configuration not stated)
→ 0%	-1	707
O=C(Nc1ncccc1Cl)c1cc2ccccc2o1
→ -85%	9	703
Cc1nn(C)c(C)c1S(=O)(=O)N(CC(=O)NCCCN1CC(C)CC(C)C1)c1ccc(C(C)C)cc1 (configuration not stated)
→ 10%	-12	711

Fetched by compound from above:
Below each SMILES: HEK293 NOD2/NF-kB	Lipid droplet	Lipid droplet cells 6.5 µM
CC1CCCC(C)N1CC(O)COCc1ccccc1F (configuration not stated)
→ 14%	13	833
CCOc1ccccc1NC(=O)N1CCCC1C(=O)NCc1cccs1 (configuration not stated)
→ -9%	74*	734*
O=C(Nc1ccc([N+](=O)[O-])cc1)N1CCN(C(=O)C2CCCO2)CC1 (configuration not stated)
→ 10%	0	838
CCOc1c(C)cnc2c1c(=O)n(Cc1ccccc1Cl)c(=O)n2C
→ -9%	-2	784

(cont.)
Below each SMILES: HEK293 NOD2/NF-kB	Lipid droplet	Lipid droplet cells 6.5 µM
CC1CCN(S(=O)(=O)c2ccc3c(c2)CCN3C(=O)C2CCC2)CC1
→ 20%	4	741
COc1cc2c(cc1OC)C(COc1ccc(C(C)C)cc1)NCC2 (configuration not stated)
→ 6%	-34	628
COc1cc(/C=N/Nc2cc(C)nc(N)n2)ccc1O
→ 0%	-1	423
O=C1C(=O)N(CCN2CCOCC2)C(c2ccccc2F)/C1=C(\O)c1ccc(S(=O)(=O)N2CCOCC2)cc1 (configuration not stated)
→ 13%	7	836
COc1ccc(C(=O)c2ccc(-c3ccc(OC)cc3)nc2)cc1
→ -6%	0	774
Cc1ccc(S(=O)(=O)c2cc3c(=O)n4cccc(C)c4nc3n(Cc3ccncc3)c2=N)cc1
→ -60%	11	704
COC(=O)Cc1cnc(NC(=O)CSc2nc(C(C)C)cc(=O)[nH]2)s1
→ -7%	-10	762
CC1Sc2ccc(S(=O)(=O)N3CCC(C(=O)NCCc4ccccc4)CC3)cc2NC1=O (configuration not stated)
→ 11%	-3	687
O=C1CSC(c2ccc(F)cc2)N1c1ccccc1F (configuration not stated)
→ 17%	?	.
O=C1CCCN1c1ccc(S(=O)(=O)N2CCCCC2)cc1
→ 9%	-4	836
CC1(C)Cc2cccc(OCC(=O)OCC(=O)NCc3ccccc3)c2O1
→ 2%	13	828
COc1ccc(NS(=O)(=O)c2ccc3c(c2)NC(=O)CC(=O)N3)cc1OC
→ 3%	0	748
COc1ccc(CCC(=O)Nc2ccc(C(=O)c3ccncc3)cc2)cc1
→ 6%	10	891
CCOC(=O)Cn1nc(-c2ccccc2)c(-c2ccccc2)nc1=O
→ 4%	-7	660
COc1cc(CCC(=O)NCc2ccc(F)cc2)cc(OC)c1OC
→ 15%	-1	804
CC(C)c1ccc(CN(C(=O)c2ccco2)C2CCS(=O)(=O)C2)cc1 (configuration not stated)
→ 15%	1	826
O=C(O)COc1ccccc1-c1nc(-c2ccccc2)c(-c2ccccc2)[nH]1
→ 10%	-4	816
COc1ccc(CNC(=O)N2CCN(c3ccccc3)CC2)cc1
→ -4%	25	849
CC(=O)CN1C(=O)NC2(CCCc3ccccc32)C1=O (configuration not stated)
→ -10%	2	796
Cc1cc(-n2c(SCC(=O)Nc3ccc(F)c(F)c3)nc3n[nH]c(C)c3c2=N)ccc1Cl
→ -19%	-2	743

Compound profiles, as listed above.
Record of CCN1CCN(CCCNC(=O)c2ccc3c(=O)n(CCc4ccccc4)c(=O)[nH]c3c2)CC1 = HEK293 NOD2/NF-kB: -9%; Lipid droplet: -2; Lipid droplet cells 6.5 µM: 803
Record of Cc1cccc(NC(=O)Cn2c(=O)oc3ccccc32)c1C = HEK293 NOD2/NF-kB: 9%; Lipid droplet: -1; Lipid droplet cells 6.5 µM: 806

(continued)
Below each SMILES: HEK293 NOD2/NF-kB	Lipid droplet	Lipid droplet cells 6.5 µM
Cc1cccn2c(=O)c3cc(C(=O)NCCN4CCOCC4)c(=N)n(CCCN4CCOCC4)c3nc12
→ 11%	-2	838
COc1cccc(-c2nc(-c3ccncc3)no2)c1
→ -50%	7	843
CCC(=O)N(Cc1cc2cc(OC)ccc2[nH]c1=O)c1ccc(C)cc1
→ 33%	-2	766
O=C(O)c1c2c(nc3ccccc13)/C(=C/c1ccccc1[N+](=O)[O-])CCC2
→ 5%	4	821
CCOc1ccccc1CN1C(=O)C2(OCCO2)c2ccccc21
→ 12%	-12	823

Screening results from PubChem.
